Apoferritin bind: binds horse apoferritin like a general anesthetic. AID 485281. 350,000 tested, 0.074% active. P02791. apoferritin/1-aminoanthracene competitive binding, fluorescence. Potency, µM (top dose mostly 77.5 µM), for the others: top-dose activity change, negative = displacement, hits mostly inhibitors; further: potency means the concentration at half of the fitted maximal effect; on the % scale 0 is the no-effect control and ±100 the full control effect; nearly all actives have a fitted effect of over 20% in size
Target sequence (P02791 2-175 limits assumed): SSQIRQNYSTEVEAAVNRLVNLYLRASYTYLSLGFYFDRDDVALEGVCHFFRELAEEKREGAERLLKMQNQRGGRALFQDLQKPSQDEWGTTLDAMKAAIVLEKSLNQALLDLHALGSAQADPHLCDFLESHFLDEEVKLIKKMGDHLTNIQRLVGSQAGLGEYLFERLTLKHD
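In PBS, apoferritin at 10 uM is loaded with 1-AMA from a 50% saturated solution. After 10 min of compound exposure at ambient temperature, reduced 535 nm fluorescence indicates probe displacement.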
Pol beta inh: DNA polymerase beta (human) inhibition; P06746; Pol beta primer extension/strand displacement, fluorescence kinetic; AID 485314; 340,000 tested, 1.3% active; Potency, µM (series often up to 114 µM), inactives show at the highest dose activity change, negative = inhibition, actives largely listed as inhibitors; further: potency means the concentration at half of the fitted maximal effect; on the % scale 0 is the no-effect control and ±100 the full control effect
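Curves were derived by four-parameter Hill fits of normalized qHTS data. The kinetic fluorescent primer-extension read was taken at 0 and 10 min after 50 nM substrate, following a 15 min room-temperature preincubation of 10 nM enzyme with compounds.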
POLK inh: DNA polymerase kappa (human) inhibition | Q9UBT6 | purified Pol kappa, fluorescent DNA synthesis assay, 10 min | Potency, µM (doses to about 107 µM), for the others: at the highest dose activity, negative = inhibition, usual class: inhibitors | 400,000 tested, 0.53% active; further: potency means the concentration at half of the fitted maximal effect; on the % scale 0 is the no-effect control and ±100 the full control effect
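Enzyme at 10 nM met test compounds for 15 min at room temperature. Substrate addition (50 nM final) began the reaction, which was monitored by fluorescence at 0 and 10 min.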
RGS4 inhibitor: human RGS4 inhibition; P49798; Transcreener GDP fluorescence polarization, RGS4-accelerated GTP hydrolysis; Potency, µM (titrated, usually from 114 µM), for the others: at the top dose activity change, negative = inhibition, most hits filed as inhibitors; 390,000 tested, 0.039% active; AID 504845; further: potency means the concentration at half of the fitted maximal effect; on the % scale 0 is the no-effect control and ±100 the full control effect; nearly all actives have a fitted effect of over 75% in size; some results filed as inactive show a strong effect at the top dose
Target sequence (P49798 whole entry, looked up): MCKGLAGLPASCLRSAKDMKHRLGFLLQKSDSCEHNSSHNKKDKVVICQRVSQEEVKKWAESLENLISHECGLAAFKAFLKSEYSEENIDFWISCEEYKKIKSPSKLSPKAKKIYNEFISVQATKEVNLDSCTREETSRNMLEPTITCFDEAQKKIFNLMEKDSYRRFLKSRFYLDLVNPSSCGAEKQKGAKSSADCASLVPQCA
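MLSMR compounds (23 nl, pin-transferred) preincubated 10 min at room temperature with a 500nM (2x) first reagent, then RGS4 at 900nM (2x) plus Transcreener GDP mix added; fluorescence polarization (620/688 nm) read before and after 90 min at 30 °C.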
ALOX12 inh: inhibitors of human 12S-lipoxygenase ALOX12; P18054; purified 12hLO, xylenol orange hydroperoxide absorbance; Potency, µM (highest dose often 108 µM), for inactives: at the highest dose activity change, negative = inhibition, usual class: inhibitors; 580,000 tested, 1.1% active; further: potency means the concentration at half of the fitted maximal effect; on the % scale 0 is the no-effect control and ±100 the full control effect
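Hydroperoxide product was detected by ferrous iron/xylenol orange as the 573 to 405 nm absorbance ratio. Arachidonic acid at 40 uM (final) was turned over for 30 min at room temperature by 150 nM human 12hLO, pH 7.0 Hepes buffer, after 15 min compound preincubation.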
LDHA inh: LDHA (human) enzyme inhibition; purified LDHA, NADH/diaphorase-resazurin fluorescence; stronger effect = lower value; activity change, % (values are at about 110 or 230 µM); 480,000 tested, 0.15% active; AID 1347041; in the data active means activity change below about -30%; inconclusive means mostly about -25% to -30%;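 further: plate controls were DMSO wells for no effect and wells without enzyme for full effect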
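Human LDH5 (2 nM) was incubated with 0.06 mM NADH and 0.2 mM pyruvate for 5 min at room temperature in Tris pH 7.4. Remaining NADH was coupled through diaphorase/resazurin, and resorufin fluorescence was read at 0 and 20 min.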
APE1 inh: APE1 (human) endonuclease inhibition | 350,000 tested, 0.35% active | Potency, µM (series often up to 65.8 µM), without a hit: at the highest dose activity change, negative = inhibition, actives largely listed as inhibitors | recombinant APE1, TAMRA/BHQ-2 abasic DNA cleavage fluorescence;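 further: potency means the concentration at half of the fitted maximal effect; plate controls were vehicle for no effect and reference inhibitor for full effect; nearly all actives have a fitted effect of over 55% in size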
Target sequence (P27695 whole entry, looked up): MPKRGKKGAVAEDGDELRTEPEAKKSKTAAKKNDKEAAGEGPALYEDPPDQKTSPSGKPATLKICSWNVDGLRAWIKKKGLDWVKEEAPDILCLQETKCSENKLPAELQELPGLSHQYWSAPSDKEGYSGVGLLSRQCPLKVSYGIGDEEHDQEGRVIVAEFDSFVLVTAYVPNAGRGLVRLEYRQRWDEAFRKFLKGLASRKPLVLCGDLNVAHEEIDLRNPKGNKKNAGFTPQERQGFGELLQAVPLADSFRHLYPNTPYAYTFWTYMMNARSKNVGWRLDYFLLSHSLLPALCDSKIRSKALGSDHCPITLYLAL
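Incision of a quenched TAMRA/BHQ-2 THF abasic-site duplex (50 nM) by 0.75 nM APE1, after 15 min compound preincubation, measured as fluorescence increase over three 60 s reads. Values normalized to buffer, DMSO and NSC13755 control wells.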
ERG-DNA inh: ERG Ets/DNA interaction inhibition; P11308; fluorescence polarization, His-ERG Ets domain / labelled DNA; Potency, µM (doses to about 76.9 µM), for the others: at the top dose FP activity, negative = inhibition, usual class: inhibitors; 370,000 tested, 0.028% active; active means well fitted inhibition curve with a large enough effect in the polarisation, with a control signal flat; inconclusive means small, poorly fitted or top-dose-only effect, or effect the other way, or a change in a side signal; inactive means no such curve, though single readings can be large or run the other way; the % refers to the polarisation;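 further: polarization taken with two DNA probes labelled with fluorescein and Texas red; potency means the concentration at half of the fitted maximal effect; % of control where 0% means no effect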
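His-tagged ERG Ets domain (1 uM in the protein solution; 300mM KCl, 50mM Tris-HCl, 1mM EDTA, 1mM DTT, pH 7.5) received compound, then a probe mix of 5 nM fluorescein-DNA and 100nM Texas-615-DNA. Fluorescence polarization was read for both dyes.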
POLH inh: inhibitors of human DNA polymerase eta | Q9Y253 | recombinant Pol eta, fluorescent DNA replication assay | Potency, µM (doses to about 114 µM), for the others: top-dose activity change, negative = inhibition, usual class: inhibitors | 390,000 tested, 1.2% active; further: potency means the concentration at half of the fitted maximal effect; on the % scale 0 is the no-effect control and ±100 the full control effect
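Pol eta at 10 nM preincubated with compounds 15 min at room temperature; reaction started with fluorescent substrate (50 nM final) and read kinetically at 0 and 10 min.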
An asterisk follows results filed as active; ? = inconclusive; . = not tested or not shown; & = joins results of further samples; [ ] = remark or other dose. Unless noted, the call rests on the fitted dose curve; in most records, active means well fitted curve in the direction sought with a large enough effect; inconclusive means small, poorly fitted or top-dose-only effect, or another doubt; inactive means no such curve, though single readings can be large; an effect the other way counts as inactive or inconclusive. The list is partial (hit frequency here may not be typical).

| Molecule | Apoferritin bind | Pol beta inh | POLK inh | RGS4 inhibitor | ALOX12 inh | LDHA inh | APE1 inh | ERG-DNA inh | POLH inh |
| --- | --- | --- | --- | --- | --- | --- | --- | --- | --- |
| CN1C(=O)/C(=C\c2ccccc2F)Sc2ccc(C(=O)NC3CCN(Cc4ccccc4)CC3)cc21 | 0.5% | 18.1% | 1.6% | -24.3% | -22.6% | 0.2 | 8.5% | 9.3% | -7.1% |
| Cc1ccc(CN2CCN(Cc3ccccc3-c3ccco3)CC2CCO)o1 (centres undefined) | -7.8% | ? | -2.6% | -7.4% | -3.6% | -1.7 | 2.3% | -3.0% | -8.2% |
| Cc1ccc(-c2nnn(CC(=O)N(c3ccccc3)C(C(=O)NC(C)(C)C)c3cccs3)n2)o1 (centres undefined) | 8.6% | -0.9% | -14.7% | 20.5% | 8.8% | -1.6 | 15.1% | 3.7% | -6.0% |
| CCCOc1ccccc1N1C(=O)CC(N2CCOCC2)C1=O (centres undefined) | -12.0% | 2.7% | -7.1% | -4.8% | 0.0% | -5.0 | -5.6% | 3.3% | -13.2% |
| COc1ccc(CCNC(=O)COC(=O)Cc2ccccc2F)cc1 | . | . | 0.8% | -5.5% | ? | -5.9 | 15.8% | 12.1% | -17.0% |
| CCOc1ccc(CCNC(=O)CCS(=O)(=O)c2ccc(Cl)cc2)cc1OCC | -3.3% | 0.0% | -3.3% | -13.4% | ? | 0.0 | -10.3% | -1.2% | -15.9% |
| CC(CCO)Nc1nc2c(c(=O)n(C)c(=O)n2C)n1Cc1cccc(Br)c1 (centres undefined) | 5.2% | 6.5% | -5.8% | 14.3% | 20.4% | -0.3 | 8.2% | . | -12.5% |
| Cc1ccc(/C=N/NC(=O)c2nnn(-c3nonc3N)c2C(C)C)o1 | -12.3% | 21.7% | -0.6% | 1.6% | 0.0% | 0.0 | 3.5% | 1.9% | -16.7% |
| CCCC(=O)Nc1ccccc1NC(=O)c1ccc2c(c1)OCO2 | 2.2% | -14.8% | 6.6% | 8.9% | 8.6% | -1.2 | 2.6% | 12.9% | -3.1% |
| Cc1c(Cl)c(C(=O)NC2C3CC4CC(C3)CC2C4)nn1C (centres undefined) | ? | -19.2% | -6.4% | 1.5% | 0.0% | -3.0 | -0.2% | -9.5% | -17.0% |
| Cc1ccc(C(C(=O)NCCc2ccccc2)N(C(=O)c2csnn2)C2CC2)cc1 (centres undefined) | 1.4% | 30.3% | 3.1% | -24.2% | -24.4% | -2.8 | -20.6% | -3.2% | -15.6% |
| COc1cc2c(cc1NC(=O)C(C)N1CCN(S(=O)(=O)c3ccccc3[N+](=O)[O-])CC1)oc1ccccc12 (centres undefined) | -4.2% | 9.5% | -26.1% | 5.4% | 0.0% | -3.5 | 5.2% | -0.5% | -4.0% |
| COc1ccc(CCNC(=O)c2cc(-c3ccccc3)c(N3CCOCC3)s2)c(OC)c1OC | -0.4% | 44.4% | -3.8% | -23.5% | 0.1% | 0.5 | 13.5% | -4.1% | -20.6% |
| Cc1cc(Cl)ccc1OCCCC(=O)Nc1cccnc1 | -21.3% | -1.9% | -7.0% | -34.0% | ? | -0.3 | 21.0% | 7.8% | -16.1% |
| CNC(=O)COC(=O)c1ccc2c(c1)S(=O)(=O)c1ccccc1C2=O | -8.6% | 6.7% | 1.1% | 3.9% | -10.5% | 1.4 | 51.7% | -3.5% | -20.6% |
| COc1cc(C2CC(=O)Oc3cc4c(cc32)OCO4)cc(OC)c1OC (centres undefined) | -13.3%[110 µM] | . | ? | 18.8% | ? | 5.4 | -0.4%&-4.4% | -13.4% | 0.9% |
| Cc1cc(C(F)(F)F)cc(NNC(=O)NC(=O)c2ccc(Cl)cc2)n1 | -9.0% | 7.1% | -1.3% | ? | 183.1%[activator] | -13.4 | -1.5% | 5.4% | -6.2% |
| COc1ccccc1C1=NOC(C)(c2nnc(-c3cccc(Cl)c3)o2)C1 (centres undefined) | . | . | 7.1% | 9.9% | ? | 6.0 | . | -15.5% | -12.3% |
| Cc1nc(SCC(=O)Nc2cc(C)on2)c2c3c(sc2n1)CCCC3 | 0.7% | -0.6% | -16.8% | 18.7% | 21.7% | -16.7 | 6.7% | 0.9% | -6.3% |
| CCOC(=O)N1CCN(S(=O)(=O)c2cc([N+](=O)[O-])ccc2C)CC1 | -14.3% | -19.0% | 6.8% | -14.2% | -2.3% | -1.3 | 2.5% | 8.7% | -10.6% |
| CNC(=O)C1CCCN1S(=O)(=O)c1ccc(OC)cc1 (centres undefined) | 7.0% | -7.4% | 1.0% | -0.9% | 0.0% | -4.8 | -1.9% | -7.6% | -20.9% |
| COc1ccc(CNC(=O)C(OC(=O)c2ccco2)c2ccc(OC)cc2)cc1 (centres undefined) | -4.2% | 5.0% | 1.5% | -10.4% | -5.2% | -8.6 | 11.4% | -13.8% | -16.2% |
| Clc1c(-c2nnc3n2CCC3)sc2ccccc12 | -2.0% | 14.6% | -10.4% | -7.8% | 0.0% | -2.9 | 1.6% | -4.6% | -5.1% |
| CC(Sc1nnc(-c2ccco2)n1C)C(=O)N(C)C1CCCCC1 (centres undefined) | . | . | -23.3% | -4.4% | 17.5% | -7.1 | -36.9% | 2.5% | -0.1% |
| Cc1coc2cc3oc(=O)c(CC(=O)NCCc4ccccc4F)c(C)c3cc12 | -10.7% | 0.4% | 7.1% | -2.9% | -16.2% | -5.4 | . | -1.7% | -12.8% |
| Cc1ccc(C(=O)C2CCN(CC(=O)Nc3ccc4c(c3)OCCO4)CC2)cc1 | ? | 1.7% | -15.0% | 11.9% | -7.5% | -1.6 | 1.9% | 6.4% | 1.8% |
| CCCCc1nnc(SCC(=O)Nc2nccs2)n1CC | -4.5% | 26.4% | 7.1% | 7.3% | -13.6% | -1.7 | 14.2% | 5.7% | -8.7% |
| N[C@@]12CCc3nonc3[C@]1(O)CC(c1ccccc1)=[N+]2[O-] | -8.3% | 4.0% | -11.5% | -32.8% | -19.6% | -8.9 | -2.9% | 0.1% | -12.8% |
| COc1ccc([C@H]2/C=C\CN(C(=O)CC(C)(C)C)[C@@H](C)C(=O)N2Cc2ccc(F)cc2)cc1 | . | . | 2.7% | -5.2% | -16.7% | 0.9 | . | 11.6% | -27.3% |
| CCOC(=O)/C(C#N)=C(C)/C=C1\Sc2ccccc2N1CC | -5.0% | -20.2% | -15.6% | -7.6% | -0.8% | 1.2 | -0.1% | 5.7% | -2.0% |

Structures from the list above with two or more sulfur atoms (two):
| Molecule | Apoferritin bind | Pol beta inh | POLK inh | RGS4 inhibitor | ALOX12 inh | LDHA inh | APE1 inh | ERG-DNA inh | POLH inh |
| --- | --- | --- | --- | --- | --- | --- | --- | --- | --- |
| Cc1nc(SCC(=O)Nc2cc(C)on2)c2c3c(sc2n1)CCCC3 | 0.7% | -0.6% | -16.8% | 18.7% | 21.7% | -16.7 | 6.7% | 0.9% | -6.3% |
| CCCCc1nnc(SCC(=O)Nc2nccs2)n1CC | -4.5% | 26.4% | 7.1% | 7.3% | -13.6% | -1.7 | 14.2% | 5.7% | -8.7% |

Additional results:
| Molecule | Apoferritin bind | Pol beta inh | POLK inh | RGS4 inhibitor | ALOX12 inh | LDHA inh | APE1 inh | ERG-DNA inh | POLH inh |
| --- | --- | --- | --- | --- | --- | --- | --- | --- | --- |
| Cc1nc2ccccc2n1Cc1ccccc1Br | -14.2% | -17.7% | -12.0% | -8.6% | 39.6%[activator] | -0.8 | 18.3% | 1.8% | -16.9% |
| CNC(=O)COC(=O)CCC(=O)c1cccs1 | 2.0% | 26.9% | 0.4% | -2.2% | 5.6% | -4.6 | 3.3% | -2.7% | -6.9% |
| COCC(=O)Nc1ccc(S(=O)(=O)Nc2ccccn2)cc1 | -4.4% | 1.5% | -5.0% | 4.7% | -5.9% | -8.3 | -2.1% | -2.3% | -1.8% |
| CC1(C)C(=O)N(OCc2ccccc2)C(C)(C)C(=O)N1OCc1ccccc1 | -6.0% | -4.2% | -3.7% | -9.3% | -24.8% | -1.1 | -4.8% | 21.8% | -21.8% |
| O=C(CSc1nnc(C2CC2)n1Cc1ccccc1)N1CCN(S(=O)(=O)c2ccccc2)CC1 | -18.6% | 22.4% | -0.5% | 22.6% | 0.0% | -2.9 | 12.7% | 5.5% | 1.0% |
| Cc1cc(C(F)(F)F)c(C#N)c(=O)[nH]1 | 1.0% | 0.2% | -13.0% | 17.0% | 13.8% | -4.6 | -1.2% | 3.9% | -1.9% |
| COc1cccc(C(=O)Nc2ccccc2C(=O)OCc2cc(=O)n3nc(C4CC4)sc3n2)c1 | 7.1% | -29.4% | -7.8%[60.1 µM] | 5.0% | -8.6% | -10.3 | . | 0.7% | -14.9% |
| COc1ccccc1Oc1cn[nH]c1-c1ccc(OCC(=O)NN)cc1O | 4.1% | -2.3% | 14.0% | -20.2% | 0.0% | 0.9 | 1.6% | 19.2% | -10.2% |
| COc1ccc(-c2sc3ccccc3c2C#CCO)cc1 | -8.6% | 5.7% | 1.7% | -21.1% | -4.4% | 2.8 | -15.5% | -3.7% | -7.7% |
| Cc1c(Cl)cccc1N1C(=O)C(N2C(=O)c3cccc([N+](=O)[O-])c3C2=O)C1c1cccs1 (centres undefined) | -17.1% | -19.5% | -11.3% | -0.6% | . | -7.7 | ? | . | -4.6% |
| COc1ccc(CNC(C)(C)C)cc1Cl | 7.8% | 6.5% | -7.1% | 20.6% | 7.3% | -11.6 | 0.1% | -2.8% | -11.2% |
| CCCCOC(=O)Nc1ccccc1C(=O)OC | -14.3% | 0.4% | 0.8% | 33.5% | 150.6%[activator] | 5.3 | -2.4% | -11.4% | -17.2% |
